# Screening data from PubChem.
# TrxR1 substrate: is turned over as a substrate by rat TrxR1; 0.01% of 390,000 active; Potency, µM (doses to about 114 µM), for inactives: top-dose activity change, negative = substrate turnover; purified TrxR1 substrate turnover, NADPH consumption readout; O89049; further: potency means the concentration at half of the fitted maximal effect; on the % scale 0 is the no-effect control and ±100 the full control effect; nearly all actives have a fitted effect of over 50% in size
#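 Rat TrxR1, dispensed at 90 nM, was prereduced with 400 uM NADPH (final) for 5 min at ~22 deg C, then incubated with compound 15 min before 400 uM selenite. A first-read NADPH fluorescence drop versus no-compound background flagged substrates.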
# mIDH1 inhibitor: human IDH1 R132H inhibition; AID 602179; IDH1-R132H enzyme, NADPH consumption, diaphorase/resazurin fluorescence; O75874; Potency, µM (top dose mostly 76.6 µM), for the others: at the highest dose activity change, negative = inhibition, hits mostly inhibitors; 0.093% of 390,000 active; further: potency means the concentration at half of the fitted maximal effect; on the % scale 0 is the no-effect control and ±100 the full control effect; nearly all actives have a fitted effect of over 65% in size
#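 IDH1-R132H (0.5 ug/mL) preincubated 30 min with compound, then NADPH (0.016 mM) and alpha-KG (2 mM) added; 80 min at RT, pH 7.5. Remaining NADPH coupled via diaphorase/resazurin to fluorescence (540/590 nm); concentration-response curves normalized to no-enzyme control.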
# PI4K2A block: PI4K2A (human) kinase inhibition; Q9BTU6; purified PI4K2A, ADP-Glo luminescence, 1 h; hits give low values; activity change, negative = inhibition, % at 76.9 µM; 0.13% of 420,000 active; in the data active means activity change below about -50%; inconclusive means mostly about -30% to -49%;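 further: -100% = wells without enzyme as full effect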
#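 In this quantitative HTS, ADP production by PI4K2A was quantified luminescently after 1 h at ambient temperature; 100 microM adenosine served as plate-quality control.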
# Vif-APOBEC3F blk: inhibitors of Vif-A3F interaction | 0.2% of 390,000 active | HeLa A3F-eYFP + Vif (tagged APOBEC3F with the HIV-1 protein that degrades it), YFP fluorescence increase | AID 602313 | Potency, µM (doses to about 46.1 µM), for inactives: at the top dose activity, negative = active; further: potency means the concentration at half of the fitted maximal effect; % of control where 0% means no effect; nearly all actives have a fitted effect of over 65% in size
#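 Fluorescence increase (Ex 488/Em 500-530) after overnight compound treatment at 37 deg C flags inhibition of Vif-driven A3F-eYFP loss in stable HeLa A3F-eYFP/Vif cells seeded overnight beforehand.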
# GRP78 ERSR act: ER stress response induction in glioma. U87-MG GRP78 promoter luciferase reporter, 16 h. Potency, µM, inactives show top-dose activation, hits mostly activators. 0.02% of 420,000 active. AID 602332; further: potency means the concentration at half of the fitted maximal effect; series mostly up to about 76 µM; % of control where 0% means no effect; nearly all actives have a fitted effect of over 35% in size
#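 Stably transfected U87-MG human glioma cells carrying a GRP78-based luminescent sensor were seeded at 1000 cells/well, pin-dosed with compounds and incubated 16 h. Luciferase reagent was then added, and end-point luminescence was read after 10 min at room temperature.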
# LDHA inh: inhibitors of human lactate dehydrogenase A. 0.15% of 480,000 active. AID 1347041. purified LDHA, NADH/diaphorase-resazurin fluorescence; hits give low values. activity change, % (values are at about 110 or 230 µM). P00338; in the data active means activity change below about -30%; inconclusive means mostly about -25% to -30%;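 further: plate controls were DMSO wells for no effect and wells without enzyme for full effect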
#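 Resorufin fluorescence (ex540/em590), read at 0 and 20 min after diaphorase/resazurin addition, reports the NADH left after a 5 min room-temperature reaction of 2 nM human LDH5 with 0.06 mM NADH and 0.2 mM pyruvate.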
# RXFP1 ag: RXFP1 (human) receptor agonism; Q9HBX9; HEK293T-RXFP1 cAMP TR-FRET, 30 min; response scale: percent of porcine relaxin response, buffer zero; Potency, µM (highest dose often 57.5 µM), for inactives: top-dose activation, usual class: activators; 0.3% of 370,000 active; AID 2676; further: potency means the concentration at half of the fitted maximal effect; on the % scale 0 is the no-effect control and ±100 the full control effect; nearly all actives have a fitted effect of over 60% in size; many of its hits are not listed in these tables
#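 HEK293T cells stably expressing RXFP1 were pretreated with the PDE4 inhibitor Ro 20174, exposed to compounds for 30 min at 37C, lysed, and cAMP was read by TR-FRET. Data normalized to buffer (basal) and 29 nM porcine relaxin (100%).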
# USP1 inh: USP1/UAF1 (human) deubiquitinase inhibition; O94782; recombinant USP1/UAF1, Ub-Rhodamine cleavage fluorescence; Potency, µM (doses to about 57.1 µM), without a hit: at the top dose activity change, negative = inhibition, actives largely listed as inhibitors; 0.23% of 390,000 active; further: potency means the concentration at half of the fitted maximal effect; on the % scale 0 is the no-effect control and ±100 the full control effect; nearly all actives have a fitted effect of over 60% in size; inactives centre near -12
# Target sequence (O94782 whole entry, looked up): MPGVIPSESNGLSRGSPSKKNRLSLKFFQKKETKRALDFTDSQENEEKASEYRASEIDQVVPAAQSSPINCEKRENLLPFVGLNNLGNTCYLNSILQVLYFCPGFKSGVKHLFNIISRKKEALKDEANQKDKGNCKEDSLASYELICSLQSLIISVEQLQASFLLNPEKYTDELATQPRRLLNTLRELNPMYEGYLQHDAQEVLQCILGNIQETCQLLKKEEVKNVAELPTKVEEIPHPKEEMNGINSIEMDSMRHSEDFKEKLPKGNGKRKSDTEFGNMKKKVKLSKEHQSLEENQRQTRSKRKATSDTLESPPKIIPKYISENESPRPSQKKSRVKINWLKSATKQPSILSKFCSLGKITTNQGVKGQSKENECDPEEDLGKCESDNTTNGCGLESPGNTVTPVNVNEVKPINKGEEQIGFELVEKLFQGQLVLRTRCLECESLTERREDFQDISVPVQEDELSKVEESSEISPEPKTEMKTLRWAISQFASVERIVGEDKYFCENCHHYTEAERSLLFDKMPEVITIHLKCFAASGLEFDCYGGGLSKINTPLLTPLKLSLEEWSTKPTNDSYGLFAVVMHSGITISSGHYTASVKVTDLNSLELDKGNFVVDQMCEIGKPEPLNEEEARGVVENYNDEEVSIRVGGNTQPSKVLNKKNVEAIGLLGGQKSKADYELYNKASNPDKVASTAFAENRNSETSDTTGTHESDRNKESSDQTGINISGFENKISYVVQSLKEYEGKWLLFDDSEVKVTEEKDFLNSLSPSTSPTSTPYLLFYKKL
#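 Step one: compound is pinned into 1nM USP1/UAF1 in HEPES pH 7.8 buffer with TCEP. Step two: 15 min room-temperature incubation. Step three: Ub-Rho (150nM final) starts cleavage, tracked by fluorescence over six one-minute reads.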
# Vif-A3G inh: blocks the Vif interaction with human APOBEC3G; Q9HC16; 0.076% of 410,000 active; Potency, µM (doses to about 46.1 µM), for inactives: top-dose activity, negative = active, usual class: inhibitors; HeLa A3G-eYFP + Vif (tagged APOBEC3G with the HIV-1 protein that degrades it), YFP fluorescence, overnight;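 further: potency means the concentration at half of the fitted maximal effect; on the % scale 0 is the no-effect control and ±100 the full control effect; nearly all actives have a fitted effect of over 60% in size; hits raise eYFP signal because A3G escapes Vif-driven loss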
#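 HeLa cells stably expressing Vif and C-terminally eYFP-tagged A3G, seeded overnight at 37 deg C, then exposed to compound by pintool overnight at 37 deg C. Rise in yellow fluorescence (Ex 488/Em 500-530, Acumen) marks blocked Vif-driven A3G degradation.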
# * marks the source's active call; other numbers are inactive results; u = inconclusive; x = no result given; & = joins results of further samples; [ ] = dose if it differs, or a comment. Unless noted, the call rests on the fitted dose curve; in most records, active means well fitted curve in the direction sought with a large enough effect; inconclusive means small, poorly fitted or top-dose-only effect, or another doubt; inactive means no such curve, though single readings can be large; an effect the other way counts as inactive or inconclusive. These rows are one share of the data. The share of hits here may be higher or lower than overall.
SMILES,TrxR1 substrate,mIDH1 inhibitor,PI4K2A block,Vif-APOBEC3F blk,GRP78 ERSR act,LDHA inh,RXFP1 ag,USP1 inh,Vif-A3G inh
CC(C)(C)NC(=O)C(c1ccncc1)N(C(=O)Cn1nnc(-c2ccc(F)cc2)n1)c1ccccc1F (stereo not drawn),1%[57.1 µM],-11%,-4,-12%,0%,-10,0.0%,0%,-4%
CC1CN(C2=NC(=O)/C(=C3/C(=O)N(Cc4ccc(F)cc4)c4ccccc43)S2)CC(C)O1 (stereo not drawn),-1%,2%,-9,0%,-3%,0,1.2%,-19%,1%
CCN(CC)CC(=O)Nc1sc2c(c1C(=O)c1ccccc1C)CCC2,-3%[57.1 µM],-27%,-4,-2%,-6%,5,-1.1%,-18%,-7%
Cc1occc1-c1nnc(SCC(=O)Nc2ccccc2N2CCCCC2)n1C,2%,3%,-1,0%,-5%,1,0.9%,-2%,2%
O=C(NNS(=O)(=O)c1ccccc1[N+](=O)[O-])c1cccnc1,-2%,-4%,2,-4%,-4%,4,0.0%,-22%,1%
C=CCn1c(-c2cccc(OC)c2OC)n[nH]c1=S,10%[57.1 µM],9%,1,3%,2%,-4,1.0%,-14%,-1%
COc1ccc(C(=O)c2c(C)c3ccccc3n2CC(O)CNC(C)C)cc1 (stereo not drawn),-1%,18%,0,1%,u,-1,0.0%,0%,0%
O=C(Cc1ccccc1Cl)NNC(=O)Nc1ccccc1,-1%,4%,1,u,-2%,-2,5.7%,-16%,0%
CCCCOc1ccc(C(=O)CCN2CCOCC2)cc1,3%[57.1 µM],-19%,30,3%,-12%,-4,-2.7%,-7%,-7%
O=C(O)c1ccc(Nc2ncnc3scc(-c4ccccc4)c23)cc1,-8%,-5%&-12%,0&0,-5%&2%,-1%&-2%,-6&3,1.5%&6.0%,6%&1%,0%&-9%
COc1cc(C(=O)N2CCN(c3ccccc3OC)CC2)c([N+](=O)[O-])cc1OC,-2%,12%,-1,-6%,0%,-1,-1.3%,-5%,-23%
O=C(O)c1cc(O)ccc1O,238%[activator],10%,-4,1%,-2%,4,x,-24%,3%
CN(C(=O)COC(=O)c1nn(C)c(=O)c2ccccc12)c1c(N)n(Cc2ccccc2)c(=O)[nH]c1=O,-14%,3%,-4,4%,-1%,-5,0.1%,-1%,0%
Cc1cccc(-n2cnc3cc(C(=O)N4CCc5ccccc54)ccc32)c1,-8%,2%,-4,-8%,5%,0,-0.4%,-25%,-4%
COC(=O)c1cc(C(=O)OCC(=O)N(C)c2ccccc2)cc([N+](=O)[O-])c1,-2%,-3%,0,-2%,-1%,-11,0.4%,-14%,-1%
COc1ccc(NC(=O)NCCN2CCN(c3cccc(Cl)c3)CC2)cc1,2%[57.1 µM],4%,2,9%,0%,-2,0.3%,-17%,-2%
O=C(NC(Cc1ccccc1)C(=O)N1CCCCC1)c1ccccc1 (stereo not drawn),-7%,-2%,0,2%,-3%,-2,-0.1%,-22%,1%
CCN(CC(=O)Nc1c(F)cccc1F)C(=O)c1cc(S(=O)(=O)NCc2ccccc2)ccc1C,-2%,4%,-1,-10%,-2%,-2,-1.8%,0%,1%
COc1ccc(-c2csc3ncnc(N4CCN(Cc5ccccc5)CC4)c23)cc1,2%,1%,-2,-9%,-3%,-4&6,2.8%,6%,-8%
COc1ccc(CCNC(=O)c2cccc([N+](=O)[O-])c2)cc1OC,-6%,-7%,0,2%,-5%,0,x,-1%,2%

# Some of these compounds in order of length of the SMILES, smallest number first.
SMILES,TrxR1 substrate,mIDH1 inhibitor,PI4K2A block,Vif-APOBEC3F blk,GRP78 ERSR act,LDHA inh,RXFP1 ag,USP1 inh,Vif-A3G inh
Cc1occc1-c1nnc(SCC(=O)Nc2ccccc2N2CCCCC2)n1C,2%,3%,-1,0%,-5%,1,0.9%,-2%,2%
COc1ccc(C(=O)c2c(C)c3ccccc3n2CC(O)CNC(C)C)cc1 (stereo not drawn),-1%,18%,0,1%,u,-1,0.0%,0%,0%
CN(C(=O)COC(=O)c1nn(C)c(=O)c2ccccc12)c1c(N)n(Cc2ccccc2)c(=O)[nH]c1=O,-14%,3%,-4,4%,-1%,-5,0.1%,-1%,0%

# Next entries.
SMILES,TrxR1 substrate,mIDH1 inhibitor,PI4K2A block,Vif-APOBEC3F blk,GRP78 ERSR act,LDHA inh,RXFP1 ag,USP1 inh,Vif-A3G inh
CCN(c1ccc(NC(=O)c2ccc(Cl)nc2)cc1)C(C)C,1%,3%,0,1%,-2%,4,1.4%,-25%,-30%
CNC(=O)NC(=O)C(C)OC(=O)c1c2c(nc3ccccc13)/C(=C/c1cccs1)CC2 (stereo not drawn),10%,6%,-16,-19%,-1%,-5,2.2%,4%,-17%
CCOC(=O)CC1C(=O)NCCN1S(=O)(=O)c1ccccc1 (stereo not drawn),-3%,-5%,6,10%,-2%,-13,2.8%,-17%,-7%
CC(C)CC(COCc1ccc([N+](=O)[O-])cc1)N1CCN(C(=O)c2ccc(C(F)(F)F)cc2)CCC1=O (stereo not drawn),-5%,-5%,-4,4%,-4%,1,1.7%,-32%,-4%
NS(=O)(=O)c1ccc(NC(=O)c2ccc(S(=O)(=O)N3CCCCCC3)cc2)cc1,12%[57.1 µM],6%,0,2%,-2%,-6,x,-18%,1%
Cc1ccccc1-n1nnnc1SCc1csc(-c2ccccc2)n1,1%,2%,-2,1%,-7%,3,1.5%,-24%,0%
Cc1cc(/C=C(\C#N)C(=O)Nc2ccccc2)c(C)n1-c1cccnc1,4%[57.1 µM],-3%,-1,-3%,3%,-10,-0.2%,-5%,-3%
CCN1CCN(C(=O)CN(Cc2ccccc2)S(C)(=O)=O)CC1,4%[57.1 µM],1%,6,1%,1%,1,1.3%,-13%,2%
Cc1ccc2ccc(C(Nc3ccccn3)c3ccccc3)c(O)c2n1 (stereo not drawn),0%&1%,10%&-6%,0&0,-5%&-4%,-3%&2%,1&2,1.1%&-0.1%,-18%&-22%,7%&1%
Cc1onc(-c2ccccc2Cl)c1C(=O)Oc1cc(F)cc(F)c1,-2%[57.1 µM],4%,0,0%,-3%,-9,-0.2%,-8%,-1%
COc1cc(S(=O)(=O)N2CCCCC2)ccc1NC(C)=O,2%[2.29 µM],3%,-1,-9%,-2%,-14,-0.5%,-15%,0%
Cc1ccc2nc(/C(C#N)=C\c3ccc(Oc4ccc(C(F)(F)F)cc4[N+](=O)[O-])cc3)[nH]c2c1,-15%,-6%,0,-6%,-4%,-21,-0.8%,-16%,-13%
CCOc1ccc(N2CC(=O)Nc3ccccc3NCC2=O)cc1,-2%,4%,-1,-3%,2%,29,0.7%,-25%,-11%
COc1cc2nn(-c3ccccc3N)nc2cc1OC,x,12%,-4,-17%,-3%,0,x,-23%,-1%
COc1cc(CC(=O)OCC(=O)Nc2ccc(Cl)c(S(=O)(=O)N(C)C)c2)cc(OC)c1OC,-17%,3%,0,6%,-4%,-8,0.7%,-6%,-5%
CC1(C)CC(=O)C2=C(C1)OC1OC(=O)CC21C (stereo not drawn),10%[57.1 µM],6%,3,-4%,-4%,-12,2.5%,-14%,3%
COc1ccccc1CNC(=O)c1cccc(S(=O)(=O)N2CCN(C)CC2)c1,7%[57.1 µM],3%,-3,-1%,-3%,-7,3.7%,-9%,-2%
CC(=O)NC1(C(F)(F)F)C(=O)NC(C)=C1C#N (stereo not drawn),15%,1%,-12,-10%,-4%,-1,0.5%,-3%,1%
CCCn1ncc(CN2CCN(Cc3ccsc3)C(CCO)C2)c1C (stereo not drawn),-2%,-16%,-2,-1%,-6%,-9,-2.9%,-3%,2%
C/C(=N\OC(=O)c1ccccc1F)c1nccs1,4%,1%,-27,6%,0%,2,0.4%,-3%,-2%
Cc1ccc(N2CC(NC(=O)c3ccccc3C(F)(F)F)CC2=O)cc1C (stereo not drawn),-2%[57.1 µM],18%,-3,7%,-1%,2,1.1%,u,6%
O=C(c1nn(Cc2ccccc2)c(=O)c2ccccc12)N1CCN(C/C=C/c2ccccc2)CC1,-4%,7%,-15,x,-9%,-2,2.3%,-18%,-8%
CN(C(=O)CN1C(=O)/C(=C/c2ccc(F)cc2)SC1=S)C1CCS(=O)(=O)C1 (stereo not drawn),u,-6%,-3,-9%,-2%,-2,-0.9%,-11%,-1%
CCN(CC)C(=O)Oc1cc2c(-c3cc4cccc(OC)c4o3)cc(=O)oc2cc1C,0%,-7%,-4,-4%,-2%,-4,4.9%,-28%,0%
O=C(CNC(=O)c1ccc(Cl)cc1Cl)OC1CCCCC1=O (stereo not drawn),3%,1%,2,4%,-5%,-3,x,-18%,2%
CCOC(=O)c1c(C)n(-c2ccccc2)c2ccc(OC(=O)c3ccccc3NC(=O)C(C)(C)C)cc12,-8%,-6%,2,0%,-10%,0,0.0%,-32%,-9%
S=C(NCc1ccccc1)NCC1COc2ccccc2O1 (stereo not drawn),-10%,5%,3,-14%,-2%,-11,0.8%,0%,-1%
Cc1ccc(NC(=O)CSc2nnc(-c3ccccn3)n2N)c(Br)c1,1%,0%,-4,13%,6%,3,-0.4%,-19%,-7%
CCc1ccc(O)c(N=Cc2cccc(C)c2O)c1,-5%[57.1 µM],0%,8,-10%,4%,16,-2.3%,-15%,u
Cc1cc2nc(/C(C#N)=C/c3ccncc3)[nH]c2cc1C,-5%,4%,3,-12%,4%,-1,5.9%,-21%,u
Cc1ccc(C(=O)Nc2cccc(-c3cnc4ccccc4n3)c2)cc1,10%,-3%,1,-8%,2%,-9,-2.7%,-11%,-1%
